# NPSR antag = antagonists of human neuropeptide S receptor cAMP signaling | Q6W5P4 | CHO-NPSR cells, cAMP TR-FRET, antagonist mode | Potency, µM (top dose mostly 38.3 µM), for inactives: top-dose activity change, negative = inhibition, actives largely listed as inhibitors | 220,000 compounds, 1% hits | AID 1461; also: % is scaled to controls: 0 for no effect and ±100 for the full control effect; nearly all actives have a fitted effect of over 50% in size; many of its hits are not listed in these tables
# Target sequence (Q6W5P4 whole entry, looked up): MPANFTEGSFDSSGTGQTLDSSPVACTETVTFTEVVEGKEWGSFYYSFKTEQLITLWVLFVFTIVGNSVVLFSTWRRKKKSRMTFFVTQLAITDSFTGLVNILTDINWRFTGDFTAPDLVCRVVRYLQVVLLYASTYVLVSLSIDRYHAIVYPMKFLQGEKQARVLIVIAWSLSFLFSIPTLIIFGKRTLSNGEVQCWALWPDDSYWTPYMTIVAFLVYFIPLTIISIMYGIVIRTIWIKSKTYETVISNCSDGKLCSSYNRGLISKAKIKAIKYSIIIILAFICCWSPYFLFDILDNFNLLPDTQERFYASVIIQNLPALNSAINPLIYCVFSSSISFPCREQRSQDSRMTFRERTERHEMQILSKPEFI
# GLA spleen mod = inhibits or activates alpha-galactosidase in human spleen homogenate; Potency, µM (top dose mostly 80 µM), inactives show at the top dose activity change, negative = inhibition, hits mostly inhibitors; 240,000 compounds, 0.008% hits; human spleen homogenate, 4MU-alpha-Gal fluorescence, 40 min; P06280;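 also: 0% = enzyme with vehicle and -100% = no enzyme basal signal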
# Target sequence (P06280 32-429 limits assumed): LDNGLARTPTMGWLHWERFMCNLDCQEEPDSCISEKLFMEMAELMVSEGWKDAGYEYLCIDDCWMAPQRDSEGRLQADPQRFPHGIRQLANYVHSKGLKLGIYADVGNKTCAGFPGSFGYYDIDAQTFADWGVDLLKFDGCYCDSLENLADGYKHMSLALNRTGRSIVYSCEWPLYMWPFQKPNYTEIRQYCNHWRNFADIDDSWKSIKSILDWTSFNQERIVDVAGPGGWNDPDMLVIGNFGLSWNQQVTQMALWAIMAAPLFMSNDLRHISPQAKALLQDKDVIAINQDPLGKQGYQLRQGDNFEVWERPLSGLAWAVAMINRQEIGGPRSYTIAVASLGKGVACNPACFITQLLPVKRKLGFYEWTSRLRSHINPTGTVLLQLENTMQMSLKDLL
#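 Human spleen homogenate (1 ug) was the enzyme source, with 4-methylumbelliferyl-alpha-D-galactopyranoside (1 mM final) in pH 5.0 citrate buffer with 0.01% Tween-20. Compounds were titrated; after 40 min at 37C, NaOH/glycine stop, 4-MU fluorescence read; AC50 from Hill fits.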
# GAA inhib = alpha-glucosidase (human) inhibition; purified human GAA, 4-MU-alpha-glucoside fluorescence; P10253; 200,000 compounds, 0.005% hits; Potency, µM (top dose mostly 76.9 µM), for inactives: top-dose activity change, negative = inhibition, most hits filed as inhibitors;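 also: plate controls were uninhibited enzyme wells for no effect and no-enzyme background for full effect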
#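 Fluorescence at Ex 365/Em 440 nm from 4-methylumbelliferone reported enzyme activity after 20 min at room temperature. Reactions used 4 nM enzyme and 400 uM substrate at pH 5.0; curves fitted with the Hill equation.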
# GAA glycogen mod = alters human alpha-glucosidase cleavage of glycogen. P10253. recombinant GAA, glycogen substrate, Amplex Red glucose oxidase fluorescence. Potency, µM (highest dose often 76.4 µM), for inactives: at the highest dose activity change, negative = inhibition, hits mostly inhibitors. 300,000 compounds, 0.38% hits. AID 2100;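 also: 0% = full enzyme reaction and -100% = no-enzyme basal signal; the screen sought inhibitors and activators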
#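 Recombinant human enzyme (4 nM); glycogen substrate; 37 C, 40 min, pH 5.0. Readout: coupled glucose oxidase/Amplex Red fluorescence.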
# GAA spleen mod = lysosomal alpha-glucosidase (human) modulation; P10253; human spleen homogenate, 4-MU-alpha-glucoside fluorescence; Potency, µM (highest dose often 79.9 µM), without a hit: at the highest dose activity change, negative = inhibition, hits mostly inhibitors; 240,000 compounds, 0.006% hits;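 also: 0% = enzyme with vehicle and -100% = no enzyme basal signal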
#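 Enzyme source: human spleen homogenate, 1 ug/well. Buffer 50 mM citric acid/K phosphate pH 5.0, 0.01% Tween-20. 4-MU-alpha-glucoside 1 mM; 37 C x 40 min; NaOH/glycine stop; fluorescence.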
# Tau fluor counter = counter-screen for tau fibril formation inhibitors | tau K18 P301L Alexa594 fluorescence, heparin fibrillization | Potency, µM (highest dose often 57.7 µM), for the others: top-dose activity change, negative = decrease | 280,000 compounds, 0.93% hits; also: % is scaled to controls: 0 for no effect and ±100 for the full control effect; nearly all actives have a fitted effect of over 55% in size
#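 Human tau K18 P301L (15 uM unlabeled, 0.24 uM Alexa 594-labeled) in 100 mM sodium acetate pH 7 with 20 uM heparin, 6 hr at 37 C. ThT 30 uM added, 1 hr ambient; Alexa 594 FP and total fluorescence read at 555/632 nm.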
# ALDH1A1 block = ALDH1A1 (human) enzyme inhibition. AID 1030. Purified ALDH1A1, NADH fluorescence, propionaldehyde substrate. Potency, µM (titrated, usually from 75.3 µM), for the others: at the top dose activity, negative = inhibition, most hits filed as inhibitors. P00352. 220,000 compounds, 7.3% hits; active = well fitted inhibition curve with a large enough effect, not every such curve was filed as active; inconclusive = small, poorly fitted or top-dose-only effect, or another doubt; inactive = no such curve, though single readings can be large or run the other way;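 also: plate controls were no enzyme wells and a reference inhibitor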
# Epigenetic derep = epigenetic control regulation, reporter derepression; murine LDR cells, GFP reporter derepression, 30 h; Potency, µM (highest dose often 53.9 µM), inactives show top-dose GFP activation, most hits filed as activators; 280,000 compounds, 0.2% hits; AID 1865; also: % of control where 0% means no effect; nearly all actives have a fitted effect of over 60% in size
#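 Readout is the number of GFP-expressing murine LDR cells, counted by cytometry following washing. Cells were treated with compound for 30 h at 37 C; the stably integrated CMV-GFP locus is normally silent.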
# Active calls of the source: *; u = inconclusive; x = no result given; [ ] = dose if it differs, or a comment. Unless noted, calls follow the shape of the dose curve; as a rule, active = well fitted curve in the direction sought with a large enough effect; inconclusive = small, poorly fitted or top-dose-only effect, or another doubt; inactive = no such curve, though single readings can be large; an effect the other way counts as inactive or inconclusive. Potency is read from the fitted curve at half-maximal effect. An excerpt (hit frequency here may not be typical).
# Letter code: A = NPSR antag; B = GLA spleen mod; C = GAA inhib; D = GAA glycogen mod; E = GAA spleen mod; F = Tau fluor counter; G = ALDH1A1 block; H = Epigenetic derep
> O=c1c2c([nH]c3ccccc13)C(=C1CCCC1)CC2
  A = u | B = 8% | C = 7% | D = -7% | E = 3% | F = -18% | G = u | H = -0.9%
> CC1CCCCC12NC(=O)N(CC(=O)NC(=O)NCc1ccco1)C2=O (stereo unspecified)
  A = 2%[46.1 µM] | B = -3% | C = -1% | D = 0% | E = -6% | F = 0% | G = -1% | H = -1.0%
> CCc1c(C)nc2[nH]nc(-c3ccccc3C)n2c1=O
  A = 1%[46.1 µM] | B = 9% | C = -17% | D = 8% | E = -7% | F = -13% | G = -1% | H = -1.0%
> COc1cc(C(=S)N2CCCC2)ccc1OC(=O)c1ccc(Cl)cc1[N+](=O)[O-]
  A = -13%[46.1 µM] | B = -3% | C = -9% | D = -3% | E = -6% | F = u | G = -1% | H = -3.2%
> CC(C)(C)C1CCC(C(=O)Nc2cccnc2)CC1 (stereo unspecified)
  A = -9% | B = -2% | C = 1% | D = 23% | E = 4% | F = 2% | G = -4% | H = 1.3%
> COc1ccc(C2=NN(CN3C(=O)C(=O)c4ccccc43)C(c3cccc([N+](=O)[O-])c3)C2)cc1 (stereo unspecified)
  A = -19% | B = -11% | C = x | D = -3% | E = -2% | F = -3% | G = x | H = -1.8%
> CC(=O)N(c1cccc(C)c1)C1SC(=O)N(c2ccccc2)C1=O (stereo unspecified)
  A = -12%[46.1 µM] | B = 0% | C = -2% | D = -4% | E = -4% | F = -3% | G = 8.9µM* | H = -5.2%
> CNCC(O)Cn1c(C(F)(F)F)nc2ccccc21 (stereo unspecified)
  A = -13%[46.1 µM] | B = 1% | C = -14% | D = -12% | E = -4% | F = 2% | G = -3% | H = 0.1%
> Cc1nnc(SC(C)C(=O)Nc2nccs2)s1 (stereo unspecified)
  A = 4% | B = 6% | C = 10% | D = 0% | E = -10% | F = -4% | G = -3% | H = 1.1%
> CCOc1ccc(OCCn2ccnc2)cc1
  A = 12% | B = 3% | C = 8% | D = -2% | E = -5% | F = -10% | G = u | H = 0.0%
> CCOc1ccc(C(=O)Nc2ccc(C(F)(F)F)n(C)c2=O)cc1
  A = 13% | B = 7% | C = -5% | D = 4% | E = -5% | F = -1% | G = -9% | H = 0.9%
> COCc1nnc(NC(=O)c2ccc(S(=O)(=O)N3CCCc4ccccc43)cc2)o1
  A = -4% | B = 3% | C = 0% | D = 11% | E = x | F = -11% | G = -13% | H = 0.2%
> CC(C)CCn1c(SCC(=O)OCn2nnc3ccccc3c2=O)nc2ccccc2c1=O
  A = -9%[46.1 µM] | B = -5% | C = -8% | D = -2% | E = -5% | F = -14% | G = 9% | H = -0.8%
> Cc1cccc2c1Sc1ccccc1CC2=O
  A = -5%[46.1 µM] | B = -9% | C = -6% | D = -3% | E = -5% | F = -8% | G = 12% | H = -2.3%
> Cc1ccc(S(=O)(=O)N(Cc2n[nH]c(=S)n2-c2ccccc2)c2cccc(Cl)c2)cc1
  A = u | B = 12% | C = 2% | D = -27% | E = 7% | F = -7% | G = u | H = -3.2%
> O=C(Cn1nnc2ccccc2c1=O)N[C@H](C(=O)O)c1ccccc1
  A = -1% | B = 14% | C = x | D = -2% | E = 2% | F = 4% | G = x | H = 1.1%
> Cc1cc(C)nc(SCc2nnc(SCC(=O)N3CCCc4ccccc43)n2C)n1
  A = -12%[46.1 µM] | B = 4% | C = 0% | D = -8% | E = -3% | F = 2% | G = -4% | H = -1.0%
> CN(C(=O)COC(=O)C1c2ccccc2Oc2ccccc21)C1CCS(=O)(=O)C1 (stereo unspecified)
  A = 1%[46.1 µM] | B = 2% | C = -3% | D = 7% | E = 2% | F = -6% | G = 26% | H = -2.9%
> COc1cc(OC)nc(Oc2ccccc2C(=O)Oc2cccc(C)c2)n1
  A = -25%[46.1 µM] | B = 9% | C = u | D = -6% | E = 0% | F = -10% | G = 7% | H = 0.0%
> Cc1cc(C(=O)COC(=O)CNC(=O)c2ccc(F)cc2)c(C)n1Cc1ccco1
  A = 6% | B = 9% | C = -11% | D = 5% | E = 3% | F = 1% | G = -9% | H = -1.3%
> Cc1ccc(C)c(S(=O)(=O)Nc2nc(C)c(C(=O)Nc3ccccc3)s2)c1
  A = -17% | B = -4% | C = -2% | D = 0% | E = -13% | F = -12% | G = 8% | H = 0.0%
> Cn1c(=O)c2ncn(CC(=O)N/N=C/C=C/c3ccccc3)c2n(C)c1=O
  A = -11% | B = 6% | C = 10% | D = 6% | E = 3% | F = 0% | G = 3% | H = -1.5%
> Cc1cc(C(=O)NNC(=S)Nc2ccccc2C)cs1
  A = 7% | B = -3% | C = -3% | D = 0% | E = -1% | F = -7% | G = -12% | H = -1.0%
> Cc1c(Cl)cccc1NC(=O)C1NC(=O)CC1c1ccccc1 (stereo unspecified)
  A = -7%[46.1 µM] | B = -2% | C = -3% | D = 4% | E = -9% | F = -7% | G = 5% | H = -1.5%
> Cn1c(=O)c2c(nc(CN3CCOCC3)n2CC(O)CO)n(C)c1=O (stereo unspecified)
  A = -3%[46.1 µM] | B = -3% | C = -2% | D = 1% | E = -8% | F = -1% | G = 11% | H = -1.1%
> O=C(C1CCN(S(=O)(=O)c2ccccc2)CC1)N1CCOCC1
  A = -7%[46.1 µM] | B = -4% | C = -6% | D = -6% | E = -1% | F = 3% | G = -8% | H = -4.7%
> N#CC1=C(N)Oc2ccc3ccc(O)cc3c2C1c1ccsc1 (stereo unspecified)
  A = -18% | B = 3% | C = -5% | D = -11% | E = 7% | F = -27% | G = u | H = 0.0%
> O=C(Cc1ccccc1)N/N=C/c1cc(Br)cc(Cl)c1O
  A = -50% | B = -1% | C = -8% | D = 2% | E = -1% | F = u | G = 7% | H = -1.5%
> COc1ccc2[nH]c3c(NCCC4=CCCCC4)ncnc3c2c1
  A = -57% | B = 1% | C = -2% | D = -22% | E = 1% | F = 7.9µM*[quencher] | G = u | H = -2.4%
> Oc1ccccc1C=NC1=NN(c2cccc(C(F)(F)F)c2)CC1
  A = 0%[46.1 µM] | B = -3% | C = -6% | D = u | E = 2% | F = -18% | G = 22µM* | H = -1.0%
> COc1ccc(OCc2ccc(C(=O)O)cc2)cc1
  A = 4%[46.1 µM] | B = -2% | C = 5% | D = 3% | E = 5% | F = 3% | G = 12% | H = -1.4%
> CSc1nc2n(n1)C(c1ccccn1)C1=C(CC(C)(C)CC1=O)N2 (stereo unspecified)
  A = 1%[46.1 µM] | B = 6% | C = u | D = -5% | E = 2% | F = 1% | G = u | H = -0.7%
> COc1ccc2nc(NC(=O)c3cccc(-c4cc5ccccc5oc4=O)c3)sc2c1
  A = u | B = 11% | C = 6% | D = 9% | E = -9% | F = -30% | G = u | H = 0.0%
> CCOc1ccccc1C(=O)Nc1cnn(Cc2ccc(F)cc2)c1
  A = -4% | B = 9% | C = 0% | D = -2% | E = 3% | F = -8% | G = 2% | H = 0.0%
> CN(C)CC(O)COC(c1ccc(Cl)cc1)c1ccc(Cl)cc1 (stereo unspecified)
  A = -20% | B = -3% | C = -1% | D = -2% | E = -3% | F = -16% | G = 5% | H = -1.4%
> Cc1ccc(C(=O)NC(=S)Nc2ccc(NC(=O)c3cccc(Cl)c3)cc2)cc1
  A = 5% | B = 5% | C = 1% | D = -7% | E = -16% | F = -17% | G = -15% | H = 2.1%
> COc1cc(C(=O)NCCN2C(=O)S/C(=C\c3ccc(F)cc3)C2=O)ccc1OCC(=O)N1CCOCC1
  A = -16% | B = 2% | C = x | D = 5% | E = -4% | F = -13% | G = x | H = 1.3%
> O=C1CC(c2ccco2)CC(O)=C1C=Nc1cc(Cl)ccc1O (stereo unspecified)
  A = -9%[7.67 µM] | B = -7% | C = -11% | D = -11% | E = -5% | F = -28% | G = u | H = 11%
> CCN(CC)CCN1C(=O)C(=O)/C(=C(/O)c2ccc(OC(C)C)cc2)C1c1ccncc1 (stereo unspecified)
  A = 0%[46.1 µM] | B = 6% | C = u | D = 3% | E = 3% | F = -6% | G = -4% | H = 0.1%
> NC(=O)c1ccsc1NC(=O)CSc1nc2ccccc2c(=O)n1CCCO
  A = -18%[46.1 µM] | B = 6% | C = -21% | D = 4% | E = -6% | F = -10% | G = -11% | H = -13%
> O=C(Cn1c(C(F)(F)F)nc2ccccc21)Nc1ccccc1N1CCOCC1
  A = -10%[46.1 µM] | B = -1% | C = -2% | D = 3% | E = -1% | F = -2% | G = 3% | H = -4.1%
> COC(=O)Cn1c(=O)cnc2ccccc21
  A = 10%[46.1 µM] | B = -1% | C = -4% | D = 2% | E = -17% | F = 10% | G = u | H = 0.0%
> CN1/C(=C\C(=O)CSc2nnc(NCc3ccccc3)s2)C(C)(C)c2ccccc21
  A = -3% | B = -1% | C = -1% | D = -10% | E = -9% | F = -12% | G = -8% | H = 0.0%
> Cc1nc2cc(NC(=O)c3ccc(N4C(=O)CCC4=O)cc3)ccc2s1
  A = 15% | B = -2% | C = -3% | D = 2% | E = x | F = -10% | G = -9% | H = 3.1%
> CCOCCn1c(C(C)C)nc2ccccc21
  A = -2%[46.1 µM] | B = 1% | C = -2% | D = 2% | E = -5% | F = -1% | G = 1% | H = 0.0%
> O=C(NCCc1cccc(Cl)c1)c1cc([N+](=O)[O-])ccc1Cl
  A = 3% | B = 1% | C = -7% | D = 11% | E = -15% | F = -17% | G = -1% | H = 3.8%
> CCC(C)(C)NC(=O)C(OC(=O)c1ccco1)c1ccccc1OC (stereo unspecified)
  A = 5%[46.1 µM] | B = 1% | C = -3% | D = -1% | E = -6% | F = -6% | G = u | H = -1.0%
> COc1ccc(C2Cc3ccccc3C(=O)O2)cc1 (stereo unspecified)
  A = 12% | B = 1% | C = -1% | D = 0% | E = 1% | F = -6% | G = -1% | H = 5.7%
> CCCCc1cc(=O)oc2cc(OCC(=O)N3CCc4ccccc43)ccc12
  A = 15%[46.1 µM] | B = -1% | C = -2% | D = 5% | E = -9% | F = -5% | G = u | H = 0.1%

# 2 of the compounds above, field by field:
Structure: O=C(NCCc1cccc(Cl)c1)c1cc([N+](=O)[O-])ccc1Cl
  NPSR antag: 3%
  GLA spleen mod: 1%
  GAA inhib: -7%
  GAA glycogen mod: 11%
  GAA spleen mod: -15%
  Tau fluor counter: -17%
  ALDH1A1 block: -1%
  Epigenetic derep: 3.8%
Structure: CCC(C)(C)NC(=O)C(OC(=O)c1ccco1)c1ccccc1OC (stereo unspecified)
  NPSR antag: 5%[46.1 µM]
  GLA spleen mod: 1%
  GAA inhib: -3%
  GAA glycogen mod: -1%
  GAA spleen mod: -6%
  Tau fluor counter: -6%
  ALDH1A1 block: u
  Epigenetic derep: -1.0%

# Screens (PubChem)
